From PubChem
PLCg1 inh: blocks human PLC-gamma1 enzyme activity | P19174 | purified PLC-gamma1, fluorogenic substrate, fluorescence | inhibition, % at 12.2 µM | 370,000 compounds, 0.84% hits | AID 720700; in the data active means inhibition above about 9.5%
FXN GAA850 act: increases GAA850 frataxin promoter reporter activity; AID 540364; HEK293 lucGAA850 FXN promoter luciferase reporter, 24 h; percent of 10 µM SAHA response; activation, % at 6 µM; 360,000 compounds, 0.56% hits;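 active means activation above the average of all compounds screened plus 3 SD, cutoff fixed separately per campaign, cut at about 7.5% in these data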;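 further: 0% = DMSO wells and 100% = 10 µM SAHA wells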
DAX1 inh-1: inhibits human nuclear receptor DAX1 | P51843 | HEK293 Gal4-DAX1 luciferase reporter, luminescence | inhibition, % at 6.75 µM | 340,000 compounds, 0.99% hits | AID 504766;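 active means inhibition above the mean over all tested compounds plus 3 SD, cut at about 4.2% in these data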;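 further: 0% = DAX1-transfected cells with DMSO and 100% = empty-vector control cells with DMSO; inhibition shows as a rise in luminescence from relieved DAX1 repression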
Target sequence (P51843 207-470 limits assumed): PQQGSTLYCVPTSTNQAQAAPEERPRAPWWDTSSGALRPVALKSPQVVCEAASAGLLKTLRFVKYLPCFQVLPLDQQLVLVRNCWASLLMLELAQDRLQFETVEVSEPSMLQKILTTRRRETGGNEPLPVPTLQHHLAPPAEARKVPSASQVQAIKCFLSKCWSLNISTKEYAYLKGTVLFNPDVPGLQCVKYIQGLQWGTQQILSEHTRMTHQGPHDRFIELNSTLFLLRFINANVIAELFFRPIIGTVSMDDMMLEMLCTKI
ADAM10 inh: ADAM10 inhibition, QFRET primary screen. O14672. recombinant ADAM10, EDANS/DABCYL FRET peptide cleavage, 3 h. AID 720582. inhibition, % at 7 µM. 370,000 compounds, 0.62% hits;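 active means inhibition above a per-campaign cutoff equal to the mean of compounds falling between control-based bounds plus 3 SD, cut at about 20% in these data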;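 further: 0% = DMSO wells while the 100% control is not disclosed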
DAX1 inh-2: blocks DAX1 repression of SF-1 activated StAR promoter | HEK293T StAR-luciferase reporter, SF-1/DAX-1 repression relief | inhibition, % at 6.8 µM | 370,000 compounds, 1.1% hits | AID 652010;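 active means inhibition above the mean over all tested compounds plus 3 SD, cut at about 3.6% in these data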;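 further: 0% = DAX-1 cells with DMSO and 100% = cells lacking DAX-1 with DMSO; higher inhibition means more luminescence from relief of DAX-1 repression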
PLCb3 inh: inhibitors of human phospholipase C beta3; Q01970; Purified PLC-beta3, fluorogenic substrate, fluorescence; inhibition, % at 12.2 µM; 370,000 compounds, 0.18% hits; in the data active means inhibition above about 11%;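 further: 0% = median of compound wells on plate and 100% = full blocker control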
hgDAF12 agonist: agonists of H. glycines DAF-12 nuclear receptor. HEK293 GAL4-hgDAF12 UAS-luciferase reporter, agonist luminescence; normalized to butyrate control. activation, % at 6.8 µM. 370,000 compounds, 1.8% hits. AID 687014;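 active means activation above a cutoff set at the mean of all screened compounds plus 3 SD, cut at about 10% in these data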;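 further: 0% = DMSO wells and 100% = sodium butyrate wells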
HGIII-sPLA2 inh: Blocks human group III sPLA2 activity; Q9NZ20; QFRET BODIPY PC-A2 liposome hydrolysis, fluorescence; inhibition, % at 12.2 µM; 370,000 compounds, 0.56% hits; AID 743126;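 active means inhibition above mean plus 3 SD of compounds lying within the high and low control bounds, cut at about 19% in these data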;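 further: 0% = median of test compound wells and 100% = no enzyme DMSO wells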
Target sequence (Q9NZ20 whole entry, looked up): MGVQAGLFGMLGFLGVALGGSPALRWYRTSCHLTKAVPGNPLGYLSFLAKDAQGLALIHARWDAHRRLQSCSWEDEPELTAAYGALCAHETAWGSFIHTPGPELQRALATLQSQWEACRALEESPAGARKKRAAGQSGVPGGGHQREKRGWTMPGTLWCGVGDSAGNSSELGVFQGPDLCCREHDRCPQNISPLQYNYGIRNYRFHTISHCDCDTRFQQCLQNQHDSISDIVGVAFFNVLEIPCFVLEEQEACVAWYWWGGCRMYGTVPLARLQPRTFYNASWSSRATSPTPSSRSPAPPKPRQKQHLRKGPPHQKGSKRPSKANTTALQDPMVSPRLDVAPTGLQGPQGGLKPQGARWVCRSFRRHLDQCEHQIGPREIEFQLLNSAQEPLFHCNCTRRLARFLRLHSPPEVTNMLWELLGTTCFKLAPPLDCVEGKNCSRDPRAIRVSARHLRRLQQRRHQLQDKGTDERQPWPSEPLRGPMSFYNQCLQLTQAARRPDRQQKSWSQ
hcDAF-12 act: activators of H. contortus DAF-12 nuclear receptor; 370,000 compounds, 1.4% hits; HEK293 hcDAF-12 lit1-tk-luc reporter, luminescence; 0% DMSO, 100% Δ7-dafachronic acid; activation, % at 6.8 µM;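 active means activation above the mean of all tested compounds plus 3 SD, cut at about 5.5% in these data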;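 further: 100% = response to 3 µM Δ7-dafachronic acid high control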
ADAM17 inh: ADAM17 inhibition, QFRET primary screen. P78536. recombinant ADAM17, EDANS/DABCYL FRET peptide cleavage. inhibition, % at 6.95 µM. 370,000 compounds, 0.83% hits;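 active means inhibition above the mean of compounds lying between control limits plus 3 SD, set per campaign, cut at about 8.5% in these data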;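 further: 0% = DMSO-only wells as the low control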
ssDAF12 agonist: S. stercoralis DAF-12 activation, primary screen. HEK293 ssDAF-12/GRIP1 lit1-tk-luc reporter, luminescence; % of 3 µM dafachronic acid response. activation, % at 6.8 µM. 370,000 compounds, 1% hits. AID 652126;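 active means activation above the mean over all tested compounds plus 3 SD, cut at about 0.9% in these data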;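 further: 0% = DMSO-only wells and 100% = 3 µM delta7-dafachronic acid wells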
Numbers without * were called inactive; i = inactive; · = no result given.

SMILES	PLCg1 inh	FXN GAA850 act	DAX1 inh-1	ADAM10 inh	DAX1 inh-2	PLCb3 inh	hgDAF12 agonist	HGIII-sPLA2 inh	hcDAF-12 act	ADAM17 inh	ssDAF12 agonist
CCC(=O)c1ccc(OCC(O)CN2CCN(S(=O)(=O)c3ccc(NC(C)=O)cc3)CC2)cc1 (configuration not stated)	1	2.3	0.6	-8	-0.4	-10	-1.2	0	0.7	-1	-0.9
Cn1cnnc1SCNC(=O)C(F)(F)F	6	1.5	-0.2	9	0.8	12*	2.4	7	-0.5	6	0.7
C=CCN1C(=O)CSc2ccc(C(=O)N3CCC(C)CC3)cc21	-1	0.2	0.0	3	0.1	5	-2.3	3	-0.3	-1	-1.6
CN1Cc2ccccc2N(CC(=O)NCc2ccccc2)C1=O	4	1.9	-0.4	5	0.2	-2	-2.1	6	0.8	1	-1.2
Cc1ccc2nc(Cn3cc(C(F)(F)F)ccc3=O)cc(=O)n2c1	-61	2.1	-0.4	-161	0.0	-83	-2.5	4	-0.8	-62	-1.4
Cc1ccc(S(=O)(=O)N2[C@@H](c3ccc(F)cc3)C(C(=O)O)=CC[C@H]2c2cccc(C)c2)cc1	-1	1.4	0.9	3	-0.5	-2	0.8	0	-1.7	-6	-1.2
COc1ccc(N2CCN(C(=O)c3ccc(CSc4ccccc4)cc3)CC2)cc1	0	2.0	-1.4	4	0.3	-1	-2.0	10	1.0	0	-0.8
C=CCn1c(C(C)NC(=O)c2cccs2)n[nH]c1=S (configuration not stated)	0	-2.9	-1.5	3	0.6	2	3.2	16	-0.6	1	-1.1
CNC(=S)Nc1ccc(Nc2ccccc2)cc1	1	0.1	0.5	-11	0.8	1	4.7	9	0.2	0	-0.8
OC(c1ccccc1)(c1ccccc1)C1CCN(CCCOc2ccncc2)CC1	1	·	·	-3	0.9	5	0.9	-17	-0.1	-1	-0.4
NC(=O)c1ccc(NS(=O)(=O)c2ccc3ccccc3c2)cc1	1	-2.1	0.3	5	-0.1	-5	0.9	-7	-0.2	-1	-1.4
CC1(C)CC(=O)C(=Cc2cn(-c3ccccc3)nc2-c2ccc(Cl)cc2)C(=O)C1	-2	-0.9	-0.7	-8	1.0	-1	-0.3	1	-0.9	-2	-0.8
CCOc1ccccc1N(CC(=O)NCc1ccco1)C(=O)CCC(=O)Nc1nccs1	2	-2.8	-0.7	-9	-0.4	-4	-0.3	-1	-0.3	-3	-1.3
COCOCCn1cc(CN2CCS(=O)(=O)N(Cc3ccc(-c4ccc(C)cc4)cc3)C(C(C)C)C2=O)nn1 (configuration not stated)	2	-0.2	-0.3	7	-0.9	2	2.2	-3	-0.8	1	-1.4
Cc1ccc(S(=O)(=O)N(C)C)cc1NC(=O)COC(=O)c1ccc2c(c1)OCCO2	-3	-0.7	1.7	-3	0.0	0	-2.6	-9	-0.1	-1	-1.1
CC(=O)c1ccc(OCCCC(=O)n2nnc3ccccc32)cc1	-2	2.0	0.2	-2	-0.4	1	-1.9	-5	-0.8	-1	-0.4
CCn1nc(C(=O)N2CCN(Cc3nc4ccccc4s3)CC2)c2ccccc2c1=O	-11	-5.2	-2.4	-4	-3.7	-2	0.7	0	1.5	-6	-1.1
CCOC(=O)c1[nH]c2ccc(OCC)cc2c1CCCN1C(=O)c2ccccc2C1=O	2	0.2	0.2	11	-0.8	1	-0.6	3	-1.2	3	-0.9
CN1CCN(C(=O)CNC(=O)c2cccs2)CC1	-7	0.8	2.9	-45	0.5	-5	2.9	-2	7.8*	-17	0.1
NC(=O)C1(N2CCCCC2)CCN(Cc2nc3ccccc3c(=O)[nH]2)CC1	-2	3.7	1.7	-17	0.6	1	1.3	-1	0.6	-7	-1.3
COc1ccc(OC)c(-c2cn(S(=O)(=O)c3ccccc3)nc2N)c1	8	0.8	0.1	6	-0.5	2	-0.6	-3	-1.9	-2	-1.9
CC1Cc2ccccc2N1S(=O)(=O)c1cccc2nsnc12 (configuration not stated)	2	1.6	-0.1	4	0.0	2	-1.1	0	-0.5	1	-1.2
COc1cc(-c2nnc(-c3cc(OC)c(OC)c(OC)c3)o2)cc(OC)c1OC	-92	0.9	-0.4	-10	-1.0	-101	1.6	3	-0.4	-4	-1.0
CCCCC[C@@H](/C=C/C1C(=O)C=C[C@H]1C/C=C\CCCC(=O)OC)OC(C)=O (some centres not stated)	2	6.3	-1.6	-5	-0.8	-4	-2.5	-4	-1.5	-3	-1.5
COc1ccccc1NC(=O)c1cc(N)cc(C(=O)Nc2ccccc2OC)c1	-1	1.4	-0.6	-9	-0.6	-9	-0.4	1	-2.5	-5	-1.8
COc1ccc(C(C(=O)NC2CCCCC2)N(C(=O)Cc2c[nH]c3ccccc23)c2ccccc2C)cc1OC (configuration not stated)	0	-0.3	-0.4	3	-0.3	-1	-3.2	-1	1.6	-3	-0.6
COc1ccc(S(=O)(=O)N2CCCCC2)cc1NC(=O)c1c(F)cccc1Cl	6	0.8	1.5	-2	-2.8	-5	-0.3	4	-2.1	-4	-0.9
CC(C)c1ccc(NC2CCCN(C(=O)c3ccco3)C2)cc1 (configuration not stated)	1	-1.5	-0.3	-2	0.1	-9	0.7	11	-0.7	2	-1.1
Cc1[nH]c2c(Br)cccc2c1[C@H]1[C@@H](CC#N)C1(C)C	-2	4.3	0.2	12	-0.7	-4	-4.1	-18	-0.5	4	-1.5
CCNC(=O)C1(C)CCCN(Cc2ccc(-n3ccnc3)cc2)C1 (configuration not stated)	2	0.5	·	-9	0.9	3	2.7	2	1.8	-4	-0.4
Cc1ccccc1NS(=O)(=O)c1ccc(C(=O)NCC(c2ccco2)N2CCCCC2)cc1 (configuration not stated)	0	-1.0	-1.7	0	-2.3	0	-2.5	-25	-2.4	4	-1.1
CC1CCCCC1NC(=O)CNC(=O)c1cccs1 (configuration not stated)	1	0.0	-0.8	-19	-0.7	0	1.2	17	-0.9	0	-0.5
COc1cc(/C=N/n2c(-c3n[nH]c4c3CCC4)n[nH]c2=S)cc(OC)c1O	0	-0.6	0.4	-1	0.2	-6	2.1	11	0.8	0	-0.9
CSc1ncnc2c1ncn2CCCNCCCN1CCCC1=O	2	-1.7	0.2	-7	1.1	4	-0.6	9	-1.8	4	-1.3
O=C(/C=C/NNC(=O)c1ccc(Cl)cc1)c1ccccc1	-5	1.6	-0.8	3	0.2	-11	4.8	-15	1.9	6	-1.2
COc1ccc(S(=O)(=O)Nc2nccs2)cc1OC	1	0.7	-0.6	6	-1.1	-6	-4.4	4	-0.6	-2	-1.1
Cc1cc(NS(=O)(=O)c2ccc(NC(=O)/C=C/c3ccc(Br)cc3)cc2)no1	4	0.6	-0.1	7	4.5*	-7	0.3	-34	-0.9	6	-0.8
COc1ccc(C(=O)NCC(=O)OCC(=O)N2CC(C)CC(C)C2)cc1 (configuration not stated)	4	2.8	2.3	-1	0.2	-2	-1.0	0	-1.2	-2	-1.2
CCOc1cc(NC(=S)NCC2CCCO2)c(OCC)cc1NC(=O)c1cccc(C)c1 (configuration not stated)	-8	-2.2	1.8	-12	0.0	-5	0.0	9	-0.7	-3	-1.3
Cc1ccsc1/C=N/n1c(-c2cccnc2)n[nH]c1=S	7	0.2	2.3	14	-0.7	5	1.5	6	-1.1	0	-1.6
COC(=O)c1cn(NC(=O)Cc2cccc(OC)c2)c(=O)c2ccccc12	-6	-2.3	4.2*	-5	-0.3	-6	1.9	-2	-0.6	-6	-1.4
Cc1cc(C)cc(NC(=O)CSc2nnc(-c3ccccc3)n2N)c1	4	-1.2	-1.6	6	-0.8	4	0.7	-7	-1.2	6	-1.0
CC1(C)Cc2c(C#N)c(NCC3CCCO3)nc(-c3ccco3)c2CO1 (configuration not stated)	-244	1.1	-0.3	i	0.2	-285	-1.3	-11	-0.3	-166	-1.1
Cc1c(NS(=O)(=O)c2cc3c(cc2Br)CCN3C(=O)C2CC2)c(=O)n(-c2ccccc2)n1C	1	·	·	-3	-0.4	2	0.7	-4	-2.5	0	-0.8
CCCC1OC2CC3C4CCC5=CC(=O)C=CC5(C)C4C(O)CC3(C)C2(C(=O)O)O1 (configuration not stated)	0	4.2	0.8	-2	0.1	-7	-2.5	1	-1.3	0	0.1
Cc1oc2cc(O)ccc2c(=O)c1-c1ccccc1	-340	1.3	0.6	i	0.2	-421	0.6	-5	-0.1	-280	-1.1
O=C(Nc1cc(C(F)(F)F)ccc1N1CCCC1)C1CCCO1 (configuration not stated)	1	0.2	-0.2	5	1.8	-1	1.5	-6	2.4	-1	-0.9
O=C(O)CC(=O)Nc1cc(Cl)ccc1O	-2	0.3	-1.2	3	-0.3	4	1.1	4	-0.7	-6	-1.3

Single records (already shown). Screens in order: PLCg1 inh	FXN GAA850 act	DAX1 inh-1	ADAM10 inh	DAX1 inh-2	PLCb3 inh	hgDAF12 agonist	HGIII-sPLA2 inh	hcDAF-12 act	ADAM17 inh	ssDAF12 agonist
O=C(Nc1cc(C(F)(F)F)ccc1N1CCCC1)C1CCCO1 (configuration not stated) as listed: 1	0.2	-0.2	5	1.8	-1	1.5	-6	2.4	-1	-0.9
O=C(O)CC(=O)Nc1cc(Cl)ccc1O as listed: -2	0.3	-1.2	3	-0.3	4	1.1	4	-0.7	-6	-1.3
CCCC1OC2CC3C4CCC5=CC(=O)C=CC5(C)C4C(O)CC3(C)C2(C(=O)O)O1 (configuration not stated) as listed: 0	4.2	0.8	-2	0.1	-7	-2.5	1	-1.3	0	0.1

Continuation.
SMILES	PLCg1 inh	FXN GAA850 act	DAX1 inh-1	ADAM10 inh	DAX1 inh-2	PLCb3 inh	hgDAF12 agonist	HGIII-sPLA2 inh	hcDAF-12 act	ADAM17 inh	ssDAF12 agonist
CC(=O)c1ccc(OCc2cc(C(=O)N(C)CC3COc4ccccc4O3)no2)cc1 (configuration not stated)	-2	2.0	1.1	2	1.0	-5	4.2	-10	-1.4	1	-1.0
O=C1N=C(N2CCCCC2)S/C1=C\c1ccccc1F	1	5.1	4.3*	-4	0.2	-1	4.4	-4	0.3	0	-0.6
O=C(c1cc2cc(Br)ccc2o1)N1CCCCC1	-3	5.3	2.7	-3	2.4	4	8.3	0	1.4	-3	-1.1
Cc1ccc(OC/C(=N\O)C(C)(C)C)c([N+](=O)[O-])c1	-2	4.8	0.6	9	0.5	0	2.2	1	0.7	2	-0.6
O=C(CSc1cnc2ccccc2n1)NC1CCCC1	0	-1.4	1.9	-21	0.1	2	1.7	9	0.1	-5	-0.7
COc1cccc(S(=O)(=O)Nc2ccc3c(c2)[C@@H]2C[C@H](CC(=O)NCCc4ccccc4)O[C@H](CO)[C@@H]2O3)c1	1	-3.2	0.1	2	-2.7	2	-0.5	-7	-1.9	1	-1.2
O=[N+]([O-])c1ccc(N2CCN(C(=S)NCc3ccc(Cl)cc3)CC2)cc1	1	-1.1	-3.8	4	-3.5	7	-4.3	-2	-3.6	0	-1.7
C[N+]1(CCCCSc2ccc(O)cc2)CCCCC1	-1	0.0	0.0	-10	0.3	-4	-2.3	14	-1.8	-7	-1.4
O=S(=O)(N(Cc1ccccc1)[C@@H](CO)Cc1ccccc1)N(Cc1ccccc1)[C@@H](CO)Cc1ccccc1	1	1.0	1.1	-6	0.9	3	-0.2	2	-0.8	-1	-1.0
